High-throughput results from PubChem.
KDM4E inh: inhibitors of human JMJD2E histone demethylase; B2RXH2; JMJD2E catalytic domain, FDH-coupled NADH fluorescence (FDH is formaldehyde dehydrogenase); Potency, µM (highest dose often 57.1 µM), without a hit: at the highest dose activity change, negative = inhibition, hits mostly inhibitors; 230,000 compounds, 1.6% hits; active = well fitted inhibition curve with a large enough effect, not every such curve was filed as active; inconclusive = small, poorly fitted or top-dose-only effect, or another doubt; inactive = no such curve, though single readings can be large or run the other way;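 note: 0% = wells with enzyme and -100% = buffer wells without enzyme; nearly all actives have a fitted effect of over 50% in size; many of its hits are not listed in these tables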
RECQ1 helicase: inhibitors of human RECQ1 DNA helicase. 240,000 compounds, 0.54% hits. P46063. Potency, µM (doses to about 57.3 µM), without a hit: at the top dose activity, negative = inhibition, most hits filed as inhibitors. RECQ1 DNA unwinding, red fluorescence kinetic read. AID 2549;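 note: plate controls were vehicle for no effect and no enzyme for full effect; nearly all actives have a fitted effect of over 30% in size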
Target sequence (P46063 whole entry, looked up): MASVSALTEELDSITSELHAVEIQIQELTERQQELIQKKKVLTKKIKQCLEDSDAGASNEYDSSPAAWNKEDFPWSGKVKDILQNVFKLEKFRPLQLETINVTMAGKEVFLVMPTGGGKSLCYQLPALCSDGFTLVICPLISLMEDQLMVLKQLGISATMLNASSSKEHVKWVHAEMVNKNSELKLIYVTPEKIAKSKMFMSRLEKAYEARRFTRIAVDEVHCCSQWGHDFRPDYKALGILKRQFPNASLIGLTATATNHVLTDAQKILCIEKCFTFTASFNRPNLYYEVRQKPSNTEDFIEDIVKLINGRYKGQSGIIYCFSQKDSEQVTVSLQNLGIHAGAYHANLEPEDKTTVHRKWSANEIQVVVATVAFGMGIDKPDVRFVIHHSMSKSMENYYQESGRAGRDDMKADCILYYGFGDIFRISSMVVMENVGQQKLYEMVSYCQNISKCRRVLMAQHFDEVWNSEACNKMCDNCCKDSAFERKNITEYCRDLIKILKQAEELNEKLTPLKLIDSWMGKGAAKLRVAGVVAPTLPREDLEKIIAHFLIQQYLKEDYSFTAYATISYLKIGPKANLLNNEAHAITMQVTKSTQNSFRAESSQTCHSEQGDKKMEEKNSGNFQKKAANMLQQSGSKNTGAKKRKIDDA
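50 nM RECQ1T1 preincubated 15 min with compound in Tris pH 8.0 buffer with MgCl2, DTT, Tween-20 and 2.5 ug/ml poly(dI-dC); started with 200 nM TAMRA/BHQ-2 forked duplex and 2 mM ATP. Unwinding read as fluorescence (525/598 nm), two reads 2 h apart.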
SMN2 splice enh: enhancers of SMN2 splice variant expression. 210,000 compounds, 2.8% hits. Potency, µM (top dose mostly 46.1 µM), for the others: at the top dose activity change, positive = activation, hits mostly activators. HEK293 SMN2-luciferase splicing reporter, luminescence, 30-36 h; note: % of control where 0% means no effect; nearly all actives have a fitted effect of over 55% in size
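qHTS luciferase splicing reporter: luminescence rises when SMN2 exon 7 is included in transfected HEK293 cells. Compound exposure lasted 30-36 h at 37C, with 4.5 mM final sodium butyrate as control, followed by a ONE-Glo read.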
KinaseGlo FLuc: counter-screen: inhibitors of Kinase-Glo firefly luciferase | Q27757 | Kinase-Glo luciferase, ATP luminescence, 8 min | Potency, µM (doses to about 38.3 µM), without a hit: at the highest dose activity change, negative = inhibition, hits mostly inhibitors | 200,000 compounds, 0.28% hits | AID 1379; note: % is set by controls: 0 for no effect and ±100 for the full control effect; nearly all actives have a fitted effect of over 60% in size
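Inhibition of Kinase-Glo luciferase light generation was assessed at 10 uM ATP in pH 7.2 imidazole buffer, with luminescence measured after eight minutes at ambient temperature.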
Lamin A splicing: modulators of lamin A splicing. AID 1487. Potency, µM (series often up to 46.1 µM), inactives show at the top dose ratio change, negative = inhibition, most hits filed as inhibitors. HeLa LMNA splicing GFP/RFP minigene ratio, 48 h. 200,000 compounds, 0.01% hits; active = well fitted inhibition curve with a large enough effect in the signal ratio, with a control signal flat, not every such curve was filed as active; inconclusive = small, poorly fitted or top-dose-only effect, or effect the other way, or a change in a side signal; the % refers to the signal ratio; note: % is set by controls: 0 for no effect and ±100 for the full control effect
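S3 HeLa cells stably expressing lamin A-EGFP splicing minigene plus DsRed2, 600 cells/well, 48 h compound exposure at 37C. Laser-scanning cytometry; analysed as GFP (500-530 nm)/RFP (575-640 nm) total intensity ratio; 0.5% DMSO vehicle.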
ALDH1A1 block: inhibitors of human aldehyde dehydrogenase 1A1; P00352; Purified ALDH1A1, NADH fluorescence, propionaldehyde substrate; Potency, µM (titrated, usually from 75.3 µM), inactives show at the highest dose activity, negative = inhibition, hits mostly inhibitors; 220,000 compounds, 7.3% hits; AID 1030; active = well fitted inhibition curve with a large enough effect, not every such curve was filed as active; inconclusive = small, poorly fitted or top-dose-only effect, or another doubt; inactive = no such curve, though single readings can be large or run the other way;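 note: plate controls were no enzyme wells and a reference inhibitor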
L3MBTL1 inh: blocks human L3MBTL1 | Q9Y468 | AlphaScreen L3MBTL1–H3K9me1 peptide binding | Potency, µM (series often up to 57.1 µM), inactives show at the highest dose activity, negative = inhibition, usual class: inhibitors | 230,000 compounds, 0.66% hits; note: % is set by controls: 0 for no effect and ±100 for the full control effect; nearly all actives have a fitted effect of over 60% in size
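Displacement of a biotinylated histone H3(1-15) peptide monomethylated at Lys9 (75 nM) from L3MBTL1 (50 nM) was measured by AlphaScreen after a 30 min room-temperature compound incubation; cefsulodin titration served as intraplate control.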
Tau ThT inhib: tau fibrillization inhibition (ThT binding); P10636; recombinant tau K18 P301L, heparin-induced fibrillization, ThT fluorescence; 270,000 compounds, 2.1% hits; Potency, µM (doses to about 57.4 µM), inactives show at the highest dose activity, negative = inhibition, hits mostly inhibitors; AID 1460; note: % is set by controls: 0 for no effect and ±100 for the full control effect; nearly all actives have a fitted effect of over 55% in size
Target sequence (P10636 561-689 P618L limits assumed): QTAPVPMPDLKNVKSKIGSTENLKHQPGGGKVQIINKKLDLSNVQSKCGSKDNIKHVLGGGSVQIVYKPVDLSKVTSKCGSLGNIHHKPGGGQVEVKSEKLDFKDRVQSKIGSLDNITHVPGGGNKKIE
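Using a mix of unlabeled (15 uM) and Alexa 594-labeled (0.24 uM) tau K18 P301L, heparin-triggered fibrillization over 6 hr at 37 C was scored by ThT fluorescence.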
Active calls of the source: *; i = inactive; ? = inconclusive; · = not tested or not shown; & = joins results of further samples; [ ] = dose if it differs, or a comment. Unless noted, calls come from the whole dose curve; as a rule, active = well fitted curve in the direction sought with a large enough effect; inconclusive = small, poorly fitted or top-dose-only effect, or another doubt; inactive = no such curve, though single readings can be large; an effect the other way counts as inactive or inconclusive. Potency is the fitted concentration of half-maximal effect.

smiles,KDM4E inh,RECQ1 helicase,SMN2 splice enh,KinaseGlo FLuc,Lamin A splicing,ALDH1A1 block,L3MBTL1 inh,Tau ThT inhib
CCN1C(=O)CS/C1=C(\C#N)S(=O)(=O)c1ccccc1,15%,-7%,-9%,-9%,-10%,-13%,-2%,?
Cc1cc(NCc2ccccn2)n2ncc(-c3ccccc3)c2n1,?,-8%,·,·,·,?,7%,?
Cc1cc(Cl)ccc1OCc1cn2cccnc2n1,?,i,13µM*,-4%,3%[46 µM],?,9%,-2%
CCCc1cc(=O)[nH]c(SCC(=O)N2CCN(S(=O)(=O)c3ccc(C)cc3C)CC2)n1,-1%,-8%,-5%,2%,4%,?,-4%,1%
Cc1sc2nc(CSCC(=O)Nc3ccccc3C#N)[nH]c(=O)c2c1C,-1%,-7%,0%,-1%,?,?,-12%,?
CSc1ccccc1NC(=O)CN(C)C(C)C(=O)Nc1ccc(C#N)cc1 (stereo unspecified),-4%,7%,-20%,-2%,·,-8%,·,-6%
CCOC(=O)c1ccc(-n2cncn2)nc1,5%,5%,-8%,-1%,-1%,4%,9%,-22%
CC1=CC(C)(C)N(C(=O)CSc2nnc(-c3ccc(C)cc3)o2)c2ccc(C)cc21,-4%,-6%,-21%,-2%,-13%,2%,·,-16%
Nc1cc2c3c(cccc3c1)C(=O)N(CCN1CCCC1)C2=O,-13%,?,·,·,·,-15%,12%,?
CCn1c2ccccc2c2cc(NC(=O)CSc3nnc(-c4cccc(OC)c4)n3N)ccc21,-2%,-2%,1%,4%,-2%,-3%,1%,?
Cc1cccc(C)c1NC(=O)CN1C(=O)NC(C)(CCc2ccccc2)C1=O (stereo unspecified),4%,i,8%,3%,·,4%,-5%[11.4 µM],1%
N#CCSc1nc2c(c(C3CC=CCC3)c1C#N)CCC2 (stereo unspecified),?,-12%,-7%,-3%,4%,?,5%,?
Cc1ccc(-c2csc(NC(=O)Cc3ccc(F)cc3)n2)o1,-7%,-3%,-17%,11%,?,3.5µM*,·,?
COc1cnc(-c2cccc(C(F)(F)F)c2)[nH]c1=O,-1%,-9%,·,2%,·,9%,10%,-5%
COC(=O)c1c(CCl)noc1C(=O)NCC1CCCO1 (stereo unspecified),16%,-9%,-4%,-3%,?,4%,2%,-15%
CCOC(=O)N1CCN(C(=O)c2cn(C)c3ccc(S(=O)(=O)N4CCCC4)cc3c2=O)CC1,0%,-3%,?,1%,-3%,-12%,-1%[11.4 µM],6%
Cc1nn(-c2ccccc2)c(C)c1C(=O)NNC(=O)C(F)(F)F,-2%,-4%,·,·,·,-2%,-3%,-5%
COc1ccc(NC(=O)C2(N(CC(C)C)C(=O)Cn3nnnc3N)CCCCC2)cc1,0%,i,19%,2%,-4%,-4%,·,3%
CCC(=O)N1CCc2cc(S(=O)(=O)CCC(=O)NCc3ccco3)ccc21,3%,-9%,-19%,1%,·,5%,·,-7%
O=C(NC1CCCC1)C(=O)N(Cc1cccnc1)C(C(=O)NCC1CCCO1)c1ccco1 (stereo unspecified),-1%,i,3%,-7%,?,5%,2%,-12%
CCC(=NCCc1c(C)[nH]c2ccc(C)cc12)C1=C(O)CC(c2ccccc2)CC1=O (stereo unspecified),-8%,-27%,7%[1.84 µM],-2%,?,-10%,-6%,?
CC(/C=C/c1ccccc1)=N\NC(=O)c1ccc2c(c1)OCCO2,-3%,-9%,-6%,-1%,-2%,-5%,-4%,?
Cc1cc(C)c(O)c(-c2cc(C(=O)NCc3ccccc3)[nH]n2)c1,-1%,-13%,-8%,3%,?,?,·,?
CCOC(=O)CCCOC(=O)c1ccc(S(=O)(=O)N(C)C)cc1,3%,0%,11%,2%,-5%,6%,?,-4%
CC(=O)c1cccc(Nc2ccc(-c3ccccc3F)nn2)c1,-5%,i,11µM*,0%,·,?,-17%,?

New compounds follow:
smiles,KDM4E inh,RECQ1 helicase,SMN2 splice enh,KinaseGlo FLuc,Lamin A splicing,ALDH1A1 block,L3MBTL1 inh,Tau ThT inhib
CC(C)OCc1c(C(=O)OC/C(O)=C(\C#N)c2nc3ccccc3[nH]2)oc2ccccc12,-9%,12%,-6%,1%,-1%[46 µM],4%,-3%,-6%
O=C1NC(c2ccc(-c3ccccc3[N+](=O)[O-])o2)C(C(=O)c2ccccc2)C(O)(C(F)(F)F)N1 (stereo unspecified),-14%,-13%,-6%,1%,-19%,?,-8%,?
COc1ccccc1C(=O)Nc1ccc(OCc2nnc3c4ccccc4c(C)nn23)cc1,?,0%,-12%,-1%,-2%,-11%,-4%,-14%
COc1ccc(OCC(=O)N2N=C(C(F)F)CC2(O)C(F)F)cc1 (stereo unspecified),-1%,-3%,-4%,0%,6%,14%,-4%,-2%
COc1ccc(OC)c(S(=O)(=O)n2nnc3cc(Cl)ccc32)c1,-8%,-6%,12%,-2%,2%,-6%,32%[activator],1%
CCC(C)(C(=O)NC1CCCC1)N(C(=O)c1ccccn1)c1ccc(C)cc1 (stereo unspecified),?,i,5%,-3%,5%,4%,·,-6%
COc1ccc(-n2c(SCC(=O)Nc3ccc(C(=O)O)cc3)nnc2-c2cccs2)cc1,-10%,7%,-17%,1%,-7%,?,4%,-8%
Cc1cccc(C(=O)NCCNc2nc3cc(C)c(C)cc3cc2C)c1,?,15%,-35%[inhibitor],-1%,?,?,1%,-17%
O=C(NS(=O)(=O)c1ccccc1Cl)c1ccc[nH]1,-7%,-5%,1%,-1%,-6%,4%,-17%,5%
CCOC(=O)NN1C(=O)c2ccccc2NC12CCCC2,?,-1%,-21%,-1%,·,?,·,-9%
C[C@H]1Cc2c(COc3ccccc3)nc3c(c2CO1)CN(S(=O)(=O)c1ccc2c(c1)OCCN2C)CC3,6%[11.4 µM],i[11.5 µM],-1%[9.22 µM],-8%[7.66 µM],?,-15%[13.5 µM],·,4%[11.5 µM]
Cc1nc2c(ccc3nc(NC(=O)Cc4ccccc4)sc32)s1,3%,19%,?,-1%,17%,?,-6%,-16%
Cn1c(N2CCN(C(=O)NCc3ccccc3)CC2)nc2ccccc21,3%,-1%,-13%,-2%,12%,4µM*,1%,-5%
CCOC(=O)C1(S(=O)(=O)c2ccc(Cl)cc2)CCN(Cc2ccc(Cl)cc2)CC1,-2%,-7%,-38%[inhibitor],-7%,-1%,-9%,-7%,-15%
Cc1cc(C(F)(F)F)nn1CC(=O)N1CCOCC1,-1%,i,-8%,-3%,-4%,4%,·,-3%
Cc1cc(C(=O)C(=O)O)c(C)n1-c1ccc(Cl)c(Cl)c1,-29%,26%,-1%,2%,·,22%,-8%,-2%
C/C(=N\NC(=O)c1cccc(N/N=C(\C)c2cc(O)ccc2O)c1)c1cc(O)ccc1O,25µM*,27%,-56%[inhibitor],-2%,13%[46 µM],7.9µM*,28µM*,28µM*
Cc1ccc(-c2noc(COc3ccc4c(c3)OCO4)n2)cc1,3%,-1%,?,2%,6%,11%,10%[11.4 µM],-10%
CC1=C(C)CC(C(=O)Nc2nc(-c3ccc(F)cc3)c(C)s2)C(C(=O)O)C1 (stereo unspecified),3%,0%,16%,7%,-5%,?,0%,-1%
COc1cc(/C=C/C(=O)OCC(=O)N2CCOCC2)ccc1OCC#N,?,i,3%,5%,-1%[46 µM],?,1%,3%
O=C(NCCc1ccc(Cl)cc1)C1CCC(CNc2nc(=S)[nH]c3ccccc23)CC1 (stereo unspecified),-6%,-11%,-9%,-1%,?,3%,6%,-1%
O=C(CSc1ccc(-c2cccs2)nn1)Nc1ccccc1,-1%,-5%,-13%,0%,·,1%,·,-18%&-5%
Nc1nc2c(c(=O)[nH]1)N=C(CNc1ccc(C(=O)NC(CCC(=O)O)C(=O)O)cc1)CN2 (stereo unspecified),?,-18%,·,1%,·,?,·,-12%
N#Cc1c(-c2ccco2)ccn(Cc2cccc(F)c2)c1=O,?,-3%,-37%[inhibitor],-5%,-15%[46 µM],?,12%,-3%
CCn1c2ccccc2c2cc(NC(=O)c3ccc([N+](=O)[O-])cc3)ccc21,5%,-12%,6%,0%,-7%,8%,-1%,?

(more compounds)
smiles,KDM4E inh,RECQ1 helicase,SMN2 splice enh,KinaseGlo FLuc,Lamin A splicing,ALDH1A1 block,L3MBTL1 inh,Tau ThT inhib
COCCSc1ccccc1C(=O)N1CCCC(C)C1 (stereo unspecified),1%,i,-1%,1%,·,-12%,-8%,-5%
O=Cc1ccc(N2CCCCC2)cc1,?,-9%,-44%[inhibitor],-2%,9%[46 µM],1.6µM*,·,-9%
CNc1cc(C)nc(N2CCOCC2)n1,-2%,-6%,·,·,·,18%,-5%,-9%
Cc1cccc(N/C(N)=N/c2nc3c(c(=O)[nH]2)CCCC3)c1,-1%,i,14%,1%,-2%,-11%,7%,?
N#Cc1ccccc1CSc1nc2ncc(Br)cc2[nH]1,-3%,-5%,29%,-4%,11%,-13%,2%,-13%
COc1ccc(C(c2nnnn2CCc2ccccc2)N2CCN(C3CCCC3)CC2)cc1 (stereo unspecified),-4%,i,·,·,?,-6%,1%,7%
CCOC(=O)C1(CCOc2ccccc2)CCN(Cc2ccc(NC(C)=O)cc2)CC1,8%,-5%,·,-1%,-12%[46 µM],9%,-7%,-15%

As a working copy, 3 of the compounds above.
smiles,KDM4E inh,RECQ1 helicase,SMN2 splice enh,KinaseGlo FLuc,Lamin A splicing,ALDH1A1 block,L3MBTL1 inh,Tau ThT inhib
COCCSc1ccccc1C(=O)N1CCCC(C)C1 (stereo unspecified),1%,i,-1%,1%,·,-12%,-8%,-5%
O=Cc1ccc(N2CCCCC2)cc1,?,-9%,-44%[inhibitor],-2%,9%[46 µM],1.6µM*,·,-9%
CNc1cc(C)nc(N2CCOCC2)n1,-2%,-6%,·,·,·,18%,-5%,-9%

These rows are one share of the data, so the mix of outcomes need not match the whole.
